High-throughput results as filed in PubChem.
3CLpro inhibitor = SARS-CoV 3CLpro protease inhibition; P0C6X7; recombinant SARS-CoV 3CLpro, quenched FRET peptide cleavage; inhibition, % at 6 µM; hit rate 0.14% among 290,000; AID 1706; in the data active = inhibition above about 12%
Anthrax LF inh2 = inhibitors of Bacillus anthracis lethal factor protease. inhibition, % at 10 µM. hit rate 0.12% among 360,000. AID 588501. P15917. multiplex microsphere protease cleavage assay, LF; in the data active = inhibition above about 30%; inconclusive = no clear call, values can overlap the other calls; note: plate controls were buffer without enzyme for full effect and enzyme alone for no effect
Target sequence (P15917 whole entry, looked up): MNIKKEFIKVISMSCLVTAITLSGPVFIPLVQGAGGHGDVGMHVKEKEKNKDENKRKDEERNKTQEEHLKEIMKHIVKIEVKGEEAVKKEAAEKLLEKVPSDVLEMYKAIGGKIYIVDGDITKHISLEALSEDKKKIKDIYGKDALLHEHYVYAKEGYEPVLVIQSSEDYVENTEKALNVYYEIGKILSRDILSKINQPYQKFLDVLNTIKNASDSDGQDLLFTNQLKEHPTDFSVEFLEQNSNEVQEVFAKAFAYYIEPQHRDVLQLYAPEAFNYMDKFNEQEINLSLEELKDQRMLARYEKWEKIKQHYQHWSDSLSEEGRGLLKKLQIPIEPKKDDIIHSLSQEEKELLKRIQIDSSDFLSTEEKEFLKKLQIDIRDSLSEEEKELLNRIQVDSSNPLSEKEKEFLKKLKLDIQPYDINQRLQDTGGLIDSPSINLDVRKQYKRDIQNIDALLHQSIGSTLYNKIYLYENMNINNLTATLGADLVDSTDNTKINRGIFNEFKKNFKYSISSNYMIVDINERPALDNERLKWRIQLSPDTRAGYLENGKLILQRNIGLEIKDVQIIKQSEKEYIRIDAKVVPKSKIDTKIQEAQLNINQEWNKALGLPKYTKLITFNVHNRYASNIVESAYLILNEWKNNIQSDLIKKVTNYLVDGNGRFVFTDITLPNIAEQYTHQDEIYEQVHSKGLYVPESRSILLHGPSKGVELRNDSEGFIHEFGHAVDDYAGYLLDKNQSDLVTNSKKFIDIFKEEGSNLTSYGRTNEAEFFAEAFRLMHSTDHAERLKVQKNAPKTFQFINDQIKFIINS
PfHsp40 rescue = restores yeast growth despite PfHsp40 toxicity; S. cerevisiae expressing PfHsp40, growth rescue, ATP luminescence; growth rescue, % at 12.5 µM; hit rate 0.68% among 340,000; AID 504582; in the data active = growth rescue above about 28%, passing the limit was not always enough; inconclusive = no clear call, values can overlap the other calls;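 note: yeast W303a lacking pdr1 and pdr3 grown in galactose medium; growth measured after three days at 30 °C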
VHR inh abs = blocks human VHR1 dual specificity phosphatase | recombinant VHR phosphatase, pNPP absorbance | inhibition, % at 13.3 µM | hit rate 0.52% among 290,000; in the data active = inhibition above about 50%; note: some compounds called inactive have numbers as strong as hits
Target sequence (P51452 whole entry, looked up): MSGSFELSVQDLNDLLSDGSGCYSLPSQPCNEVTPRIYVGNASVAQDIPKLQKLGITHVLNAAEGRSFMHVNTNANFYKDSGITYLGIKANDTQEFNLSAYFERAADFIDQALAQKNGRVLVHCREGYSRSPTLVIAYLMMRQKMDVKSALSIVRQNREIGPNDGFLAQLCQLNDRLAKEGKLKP
Y pestis TopoI = Y. pestis Topo-I inhibition via cleavage products; Y. pestis Topo-I cleavage product accumulation, plate reader; AID 504884; hit rate 0.064% among 360,000; activity, % at 10 µM; in the data active = activity above about 50%, passing the limit was not always enough; inconclusive = no clear call, values can overlap the other calls; note: inactives centre near 2
PriA SSB inh = K. pneumoniae PriA-SSBct interaction inhibition; AlphaScreen SSBct-PriA binding, biotinylated peptide; inhibition, % at 33 µM; hit rate 0.6% among 430,000; in the data active = inhibition mostly above about 37%, no sharp cut-off; inactive = mostly below about 20%;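 note: plate controls were negative control peptide for no effect and reference peptide for full effect; strong numbers were not always called active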
MazF activator = MazEF (E. coli) toxin RNase activation; hit rate 0.32% among 350,000; FAM/BHQ RNA-DNA oligo cleavage fluorescence, 5 h; activation, % at 20 µM; P0AE70; in the data active = activation above about 50%
Target sequence (P0AE70 whole entry, looked up): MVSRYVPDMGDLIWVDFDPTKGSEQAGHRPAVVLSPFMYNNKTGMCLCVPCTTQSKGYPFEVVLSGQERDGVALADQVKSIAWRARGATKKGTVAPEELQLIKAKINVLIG
Vc quorum ag = induces V. cholerae light production without autoinducers. activation, % at 18.7 µM. AID 588436. hit rate 0.16% among 350,000. V. cholerae BH1578 lux reporter, luminescence, 6 h; in the data active = activation mostly above about 9.7%, no sharp cut-off; inconclusive = no clear call, values can overlap the other calls; inactive = mostly below about 3.7%; note: not every result past the cut was called active; inactives centre near 0; reference of the scale not given here
TcdB inh = inhibitors of Clostridioides difficile toxin B glycohydrolase; P18177; TcdB glycohydrolase enzymatic assay, plate reader; inhibition, % at 9.99 µM; hit rate 0.24% among 350,000; in the data active = inhibition above about 10%
Rv3671c inh = inhibits the M. tuberculosis serine protease Rv3671c; P9WHR9; AID 2606; hit rate 0.048% among 320,000; inhibition, % at 5.96 µM; in the data active = inhibition above about 38%;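 note: extracellular domain of Rv3671c used as enzyme; 0% = enzyme with DMSO and 100% = no enzyme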
* hit, by the source's call; i = inactive; ? = inconclusive; / = no result given; & = joins results of further samples.

SMILES	3CLpro inhibitor	Anthrax LF inh2	PfHsp40 rescue	VHR inh abs	Y pestis TopoI	PriA SSB inh	MazF activator	Vc quorum ag	TcdB inh	Rv3671c inh
CCCOc1ccc(C(=O)Nc2ccccc2[N+](=O)[O-])cc1	5	-3	-1.6	/	11	12	8	-1.0	/	-9
Cn1c(CNC(=O)CNC(=O)c2ccccc2)cc(=O)n(C)c1=O	-3	-3	4.5	4	4	6	11	-2.4	1.3	-2
O=C(NNS(=O)(=O)c1ccccc1[N+](=O)[O-])c1ccncc1	1	0	0.6	-2	-4	-18	-3	-0.1	-37	-7
COc1ccc(Nc2nc(N3CCCCC3)c3ccccc3n2)cc1	-5	-3	0.0	-9	-11	8	-4	-2.0	/	8
O=C(NCC1CCCO1)c1cccc2ccccc12 (centres undefined)	-4	-11	2.2	35	3	-1	6	-0.3	-2.0	3
CN(C)S(=O)(=O)c1ccc(N/C=C(\[N+](=O)[O-])S(=O)(=O)c2ccccc2)cc1	6	2	-0.9	-20	-4	-1	7	-0.6	0.7	3
Cc1nnc(NC(=O)Cc2cccs2)s1	-3	1	0.1	30	3	0&-3	-1	-1.5	/	0
COc1ccc(NC(=O)/C(C#N)=C\c2cc(C)n(-c3ccc(Oc4ccc([N+](=O)[O-])cn4)cc3)c2C)cc1	-3	-5	1.4	16	-1	6	-2	/	-0.2	12
CCOC(=O)c1cc([N+](=O)[O-])sc1NC(=O)c1ccc(S(=O)(=O)N2CC3(C)CC2CC(C)(C)C3)cc1 (centres undefined)	-1	0	-2.3	13	-9	-3	-13	-0.2	0.0	-10
O=C(NCCCN1CCCCC1)c1ccc(CS(=O)c2ccc(Cl)cc2)o1 (centres undefined)	1	0	0.8	73	1	1	-19	i	1.4	7
CCn1c(SCC(=O)OC(C)C)nnc1-c1ccccc1	-1	/	/	-3	-1	1	6	-0.2	0.0	9
O=C(NNc1cccc(Cl)n1)Nc1ccc(F)cc1	1	1	-0.3	4	-2	-17	3	-0.4	1.7	5
Cc1ccc(C)c(SCC(=O)Nc2cc(S(=O)(=O)N3CCOCC3)ccc2C)c1	/	0	/	/	2	-6	3	i	0.7	/
CC1=C(C(=O)OCc2ccccc2)C(c2ccccc2Cl)NC(=O)N1CCCCCC(=O)O (centres undefined)	3	1	2.4	-14	2	-7	5	-1.2	1.9	-4
Cc1ccc(C(=O)N/C(=C\c2ccc(-c3ccc(Br)cc3)o2)C(=O)NCCCN(C)C)cc1	3	-2	-1.2	5	-31	15	-36	-0.2	3.8	-6
Cc1nc(CN2CCCC2=NC#N)n(-c2ccccc2)n1	5	-1	-0.5	14	2	-3	2	-4.2	1.4	13
Cc1ccc(/C=C/C(=O)OCC(=O)N(CC(C)C)c2c(N)n(Cc3ccccc3)c(=O)[nH]c2=O)o1	/	-6	1.3	/	-14	-9	9	i	1.0	-10
N#Cc1ccc(NC(=O)Cn2cnc([N+](=O)[O-])c2)cc1	-3	-8	0.1	-20	0	-3	7	-0.7	0.8	-5
O=C(CC(NC(=O)c1ccccc1)c1ccccc1)Nc1ccc(F)c(F)c1 (centres undefined)	0	-1	0.3	-12	-3	-17	-8	0.4	0.0	-16
CCN1C(=O)CSC1=Nc1ccc(C(=O)O)cc1	0	-5	1.1	10	-6	-25	-16	-0.3	1.9	-3
CCc1ccc2c(c1)NC(=O)C2(C)Cc1ccccc1 (centres undefined)	/	1	/	/	14	/	/	-0.5	3.1	/
COc1cccc(CN(CC(=O)NCc2ccccc2)C(=O)c2csnn2)c1	-2	-1	0.1	-12	-2	3	3	1.2	1.6	0
Cc1cccc(OCCCC(=O)Nc2ccc(S(=O)(=O)Nc3onc(C)c3C)cc2)c1	3	2	1.6	4	-4	-1	-1	-0.7	/	3
COc1cc(OC)cc(-c2c(-c3ccc(F)cc3)c3cc(Br)ccc3n2C)c1	/	-3	-1.1	/	6	0	-4	-0.6	1.2	-5
Cc1cc(C)n(-c2nc(C(F)(F)F)nc3ccccc23)n1	5	4	-0.1	18	50	-22	0	i	-0.2	-3
Carrying on.
SMILES	3CLpro inhibitor	Anthrax LF inh2	PfHsp40 rescue	VHR inh abs	Y pestis TopoI	PriA SSB inh	MazF activator	Vc quorum ag	TcdB inh	Rv3671c inh
CCc1c(C)nc(N)n2c(SCC(=O)Nc3ccccc3)nnc12	0	0	0.6	21	3	-10	13	i	/	-4
CCNC(=O)C(=O)Nc1cc2c3c(c1)CCC(=O)N3CCC2	4	0	-1.0	18	1	-23	2	i	0.3	0
Cc1cccc(N2C(=O)/C(=C/c3ccc(N4CCN(C)CC4)o3)C(=O)NC2=S)c1C	1	5	-0.3	36	4	-3	-856	-0.4	0.3	-35
CCOC(=O)C1CCN(C(=O)Nc2ccc(Cl)cc2)CC1	-2	9	0.0	22	12	-9	8	/	/	2
Cc1cccc(OP(=O)(Oc2cccc(C)c2)OC(c2ccccc2)C(F)(F)F)c1 (centres undefined)	-2	-1	3.7	-8	60*	-26	-13	-0.2	/	-8
CC1=C([N+](=O)[O-])C(c2cccc(Br)c2)C2=C(N1)c1ccccc1C2=O (centres undefined)	1	-16	-0.7	25	-27	21	24	/	/	10
O=C1C2CCCN2C(=O)N1CCCCN1CCN(c2ccccc2)CC1 (centres undefined)	-1	-2	-0.5	2	-2	5	2	-0.3	/	3
O=C(Cc1ccccc1F)Nc1cc(S(=O)(=O)N2CCOCC2)ccc1N1CCCC1	/	3	/	/	3	4	-10	-0.4	4.1	-1
O=C(NCCN1CCN(Cc2ccccc2)CC1)C1c2ccccc2C(=O)N2CCc3ccccc3C12 (centres undefined)	-2	2	0.8	27	10	2	-4	-0.2	-0.1	4
CN1CCN(c2ccc(-c3cccc4nccn34)cn2)CC1	/	-2	/	/	4	/	/	i	-0.4	/
COc1cccc(C2c3[nH]c4ccccc4c3C[C@H]3C(=O)N(CCCOC(C)C)CC(=O)N23)c1 (some centres undefined)	-8	-1	0.1	79	1	7	4	0.6	2.3	-7
COc1ccc(CCN2C(=NC(C)=O)SC3CS(=O)(=O)CC32)cc1OC (centres undefined)	1	-4	0.2	8	-5	-1	-5	7.1	0.9	9
CC(=O)C1=C(O)C(=O)N(CCCO)C1c1ccccc1 (centres undefined)	1	0	0.4	10	-5	-17	-3	7.1	2.4	-10
COc1ccc2c(C)c(C)c(=O)oc2c1OC	1	0	12	13	-10	2	8	-0.3	2.2	-3
O=C(O)c1ccc(-c2nc(-c3ccc(Cl)c(Cl)c3)cs2)cc1	2	-3	-1.1	31	1	-6	-4	-0.3	/	-11
O=C(OCC#CCSc1nnc(-c2ccncc2)o1)c1sc2ccccc2c1Cl	-2	0	0.4	27	16	-15	9	i	/	/
O=C(NCC1CCCO1)c1cccc(Oc2ccccc2)c1 (centres undefined)	-2	-3	-1.3	2	2	-19	1	-1.1	1.0	-3
COc1ccccc1NC(=O)c1c(C)nn(-c2ccccc2)c1Cl	1	11	0.4	23	-2	-38	6	1.1	2.2	-4
Clc1nc(NCCN2CCOCC2)nc(NCc2ccccc2)n1	-5	-2	-0.2	-2	0	-8	4	-3.6	0.3	16
COc1cc(CNC(=O)c2cc(C(=O)NCc3cc(OC)cc(OC)c3)n(C)n2)cc(OC)c1	/	?	0.8	/	1	-9	0	-2.9	0.7	/
O=c1[nH]c(=S)n(CCC2=CCCCC2)c(O)c1/C=N/Nc1ccccc1	-1	-2	0.0	15	-2	/	-17	-0.3	0.4	5
Oc1c(Br)cc(Br)cc1CNn1cnnc1	4	-2	-0.8	4	-4	-11	5	-1.3	-0.1	1
C=C1CCN([C@@H](CC(C)C)C(=O)NCc2ccc(OC)cc2)S(=O)(=O)c2ccccc21	/	0	0.2	/	8	6	3	i	0.2	-5
O=C1CCCN1CCCn1cnc2c([nH]c3ccc(F)cc32)c1=O	0	-4	1.4	7	10	-2	0	i	/	1
COC(=O)c1ccc(CSc2nc3ccccc3o2)cc1	5	-1	0.6	-8	-11	-85	-6	3.8	/	1

Random excerpt: four entries already listed
SMILES	3CLpro inhibitor	Anthrax LF inh2	PfHsp40 rescue	VHR inh abs	Y pestis TopoI	PriA SSB inh	MazF activator	Vc quorum ag	TcdB inh	Rv3671c inh
C=C1CCN([C@@H](CC(C)C)C(=O)NCc2ccc(OC)cc2)S(=O)(=O)c2ccccc21	/	0	0.2	/	8	6	3	i	0.2	-5
COc1cc(CNC(=O)c2cc(C(=O)NCc3cc(OC)cc(OC)c3)n(C)n2)cc(OC)c1	/	?	0.8	/	1	-9	0	-2.9	0.7	/
O=C(OCC#CCSc1nnc(-c2ccncc2)o1)c1sc2ccccc2c1Cl	-2	0	0.4	27	16	-15	9	i	/	/
COC(=O)c1ccc(CSc2nc3ccccc3o2)cc1	5	-1	0.6	-8	-11	-85	-6	3.8	/	1

Next compounds
SMILES	3CLpro inhibitor	Anthrax LF inh2	PfHsp40 rescue	VHR inh abs	Y pestis TopoI	PriA SSB inh	MazF activator	Vc quorum ag	TcdB inh	Rv3671c inh
COc1ccc(NC(=O)C(c2ccccc2)N2CCN(c3ccccn3)CC2)cc1Cl (centres undefined)	7	0	0.4	26	19	-11	0	-0.3	-4.9	0
CCn1ccc(=N)cc1	-1	-2	-1.0	-7	-2	-22	1	-3.1	/	2
O=C(C[N+]1(CC#Cc2ccccc2)CCOCC1)c1ccc(Cl)cc1	0	-7	1.2	49	-9	1	2	-0.3	3.0	7
COCCOC(=O)c1c(C)nc(SCC(=O)Nc2cccc3ccccc23)c(C#N)c1-c1ccco1	-4	3	-1.7	15	8	-7	-2	i	/	-4
Cc1ccc(-n2c(C)cc(C3=NNC(=NC4CC4)SC3)c2C)cc1C	-2	-2	-0.3	3	21	23	1	-0.3	-0.7	5
NC(=S)NNC(=O)Nc1ccc(Cl)c(Cl)c1	-4	-1	-0.7	6	1	-1	-4	-0.3	/	-7
O=C(/C=C/c1ccc2c(c1)OCO2)NCc1ccc(F)cc1	2	-2	7.4	-4	4	4	1	0.2	/	-3
CS(=O)(=O)N(CC(=O)NC1CCCC1)Cc1ccc(F)cc1	-2	-2	0.2	26	7	-3	12	-0.3	0.7	-7
Fc1ccc(COc2ccc(Br)cc2CNCc2ccncc2)cc1	3	-1	-1.6	10	35	-31	-1	i	/	0
CC(C)n1cnnc1SCC(=O)NC(=O)c1ccccc1	/	2	0.0	/	-5	-3	7	-0.8	0.6	5
CCOC(=O)c1c(N2C(=O)C3C4C=CC(O4)C3C2=O)sc2c1CCCC2 (centres undefined)	6	-5	2.6	-10	-9	5&-5	1	-0.6	/	7
CCOC(=O)c1nn(-c2ccccc2)c(=O)cc1OCC(=O)Nc1cc(C)ccc1C	/	3	-0.5	/	25	-6	-2	i	0.1	-5
Cc1ccc(S(=O)(=O)NCC(=O)N2CCc3ccccc3C2)cc1	7	-7	0.2	64	-14	-13	9	-0.4	-0.7	-4
COc1cccc(C2c3c(-c4ccccc4)n[nH]c3C(=O)N2c2ccc(C(=O)O)cc2)c1 (centres undefined)	-4	-3	1.4	37	9	9	1	1.6	1.0	3
CCc1cc2c(=O)n(-c3ccccc3)cnc2s1	-3	1	1.3	1	-1	-8	-6	-0.4	/	-6
Cc1ccc2c(c1)N(CC(=O)N1CCCc3ccccc31)C(=O)CO2	-5	-4	-0.8	-7	19	-5	6	i	2.1	4
Cc1cc(C)n2nc(SCC(=O)N3CCC(C(=O)O)CC3)nc2n1	/	2	-1.2	/	-4	-10	-6	/	-5.5	-2
CC(NCc1ccccc1O)C12CC3CC(CC(C3)C1)C2 (centres undefined)	5	12	-0.5	17	-8	0	-17	i	0.4	-6
Cc1cccc(CN2CCCC(C(=O)c3ccc4c5c(cccc35)CC4)C2)n1 (centres undefined)	5	3	-1.7	8	13	10	-5	i	1.8	2
COc1ccc(CN(C)Cc2cc(=O)n3ccsc3n2)c(OC)c1OC	3	-7	-0.8	17	4	-10	6	0.6	1.9	5
CN(C)c1cccc2c1c(NC(=O)c1ccc(Cl)cc1)nn2C	-4	-1	-2.1	-3	4	5	-5	-5.3	6.5	3
Cc1ccnc(NC(=O)c2ccc(COc3c(F)c(F)cc(F)c3F)o2)c1	-6	-5	0.4	58*	1	-8	-28	-0.2	0.5	-9

Not all compounds are listed, so the mix of outcomes need not match the whole.
